Yeast lifespan up = extends the lifespan of yeast. S. cerevisiae growth with nicotinamide, OD615; deaD strain in restrictive glucose medium. inhibition of the nicotinamide effect, % at 10 µM. 130,000 tested, 0.68% active. AID 775;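 active = inhibition above a set limit, placed 3 SD over the median of all compounds, cut at about 26% in these data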;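 note: 0% = nicotinamide-treated wells and 100% = cells grown without nicotinamide; some compounds called inactive have numbers as strong as hits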
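assay system = DeaD-strain S. cerevisiae | buffer or medium = restrictive glucose medium | reagent = 1.5 mM nicotinamide | compound = 10 µM single point, 0.25% DMSO | incubation = 48 h compound exposure at 30 °C, humidified | signal = OD615 measurement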
E-sel TNF inh = blocks E-selectin expression induced by TNF alpha; 120,000 tested, 0.71% active; inhibition, % at 2 µM; HUVEC TNFa-induced E-selectin immunofluorescence, high content; AID 1246;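 active = inhibition above the batch mean plus 3 SD, and confirmed as a hit on visual image review, cut at about 43% in these data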;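 note: 0% = TNF-stimulated DMSO wells and 100% = unstimulated control wells; not every result past the cut was called active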
Phagocytosis inh = macrophage phagocytosis inhibition; J774A.1 macrophage IgG-bead phagocytosis, imaging; inhibition, % at 5 µM; 110,000 tested, 0.07% active;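 active = inhibition above the mean of the plate negative controls plus 5 SD, cut at about 13% in these data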;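 note: phagocytic index as fraction of beads internalized from green versus red external bead signal; plate controls were DMSO negative control for no effect and cytochalasin-D positive control for full effect; some results beyond the cut were filed as inactive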
Measles CPE = protection of cells from measles virus | 140,000 tested, 1.5% active | protection (pct of control), % at 4 µM | AID 841 | Measles virus-infected cells, CPE protection, absorbance; in the data active = protection mostly above about 24%, no sharp cut-off; inactive = mostly below about 26%; note: some compounds called inactive have numbers as strong as hits
GALR2 antag = GALR2 (human) receptor antagonism; O43603; AID 828; inhibition, % at 4 µM; 140,000 tested, 0.39% active; GALR2-expressing cells, antagonist mode; in the data active = inhibition above about 27%;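 note: cells stimulated with galanin 1-16 at roughly its EC80; 0% = agonist challenge control and 100% = basal control without agonist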
Target sequence (O43603 whole entry, looked up): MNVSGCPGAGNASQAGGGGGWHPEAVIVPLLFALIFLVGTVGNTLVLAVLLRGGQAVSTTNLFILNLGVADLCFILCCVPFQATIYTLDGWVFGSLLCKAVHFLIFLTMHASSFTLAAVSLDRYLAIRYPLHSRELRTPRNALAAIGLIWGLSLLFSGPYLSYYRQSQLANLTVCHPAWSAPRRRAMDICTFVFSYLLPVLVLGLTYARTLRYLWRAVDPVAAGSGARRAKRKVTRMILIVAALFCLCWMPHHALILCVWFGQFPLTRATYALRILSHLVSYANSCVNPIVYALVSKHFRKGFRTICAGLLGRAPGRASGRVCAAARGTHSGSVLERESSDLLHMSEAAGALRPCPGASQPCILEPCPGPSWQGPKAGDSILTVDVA
HCT116 PTEN-null = PTEN-deleted cell growth suppression; HCT116 PTEN-null viability, CellTiter-Glo, 60 h; active compounds read low; viability, % at 10 µM; 140,000 tested, 1.2% active; AID 827;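 active = viability at or below a set limit, 4 SD under the median of all tested compounds, cut at about 3.7% in these data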;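 note: PTEN knockout HCT116 line with beta catenin targeted HCT116 as companion control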
Yeast growth inh = yeast BB579 growth reduction in restrictive medium. inhibition, % at 10 µM. S. cerevisiae BB579 growth, OD615, 48 h. 140,000 tested, 0.51% active. AID 804;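 active = inhibition above a set limit, 3 SD over the mean compound inhibition, cut at about 44% in these data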; note: inactives centre near -24
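Test system: Saccharomyces cerevisiae DeaD strain BB579, replicative lifespan model yeast | Buffer or medium: Restrictive CSMM-D medium | Doses: One dose, 10 µM compound with 0.25% DMSO | Incubation: 48 h exposure, 30 °C | Detection: Culture absorbance at 615 nm | Control set: Amphotericin B at 10 µg/mL as positive control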
MRP1 act = activators of MRP-1; H69AR cells + doxorubicin, viability rescue, CellTiter-Glo; viability increase, % at 10 µM; 140,000 tested, 0.61% active; AID 799;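 active = viability gain under doxorubicin at or above a set limit, the compound median plus 3 SD, cut at about 4.7% in these data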;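 note: MRP-1 overexpressing cells given doxorubicin 25 µM after compound pretreatment; 18-22 h compound pretreatment then 72 h with doxorubicin before readout; 0% = doxorubicin-only wells and 100% = vehicle-treated cells without doxorubicin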
HCT116 bCat-KO = beta-catenin-lacking colon tumor cell growth suppression. viability, % at 10 µM. 140,000 tested, 1.5% active. HCT116 beta-catenin knockout viability, CellTiter-Glo, 60 h; active compounds read low;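 active = viability at or under a set limit, the compound median less 4 SD, cut at about 6% in these data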;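 note: 0% = Hyamine 1622 control at 20 µM and 100% = untreated cell control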
NPY-Y2 antag = NPY-Y2 (human) receptor antagonism | inhibition, % at 2.7 µM | 140,000 tested, 0.99% active | NPY-Y2 expressing cells, antagonist mode | P49146; in the data active = inhibition above about 17%;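 note: 0% = vehicle with agonist challenge and 100% = reference antagonist with challenge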
Target sequence (P49146 whole entry, looked up): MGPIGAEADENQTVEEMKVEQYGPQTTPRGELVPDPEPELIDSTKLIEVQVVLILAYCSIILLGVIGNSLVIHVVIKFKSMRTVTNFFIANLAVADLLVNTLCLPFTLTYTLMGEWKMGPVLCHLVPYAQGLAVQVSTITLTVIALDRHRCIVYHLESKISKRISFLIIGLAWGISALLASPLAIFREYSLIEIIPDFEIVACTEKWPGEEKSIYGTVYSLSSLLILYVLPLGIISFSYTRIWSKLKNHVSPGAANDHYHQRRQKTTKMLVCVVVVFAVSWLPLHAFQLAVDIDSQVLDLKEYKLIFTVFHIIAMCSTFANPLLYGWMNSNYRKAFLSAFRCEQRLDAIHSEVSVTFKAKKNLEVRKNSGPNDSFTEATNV
Starred values were filed as active, the others as inactive; · = not tested or not shown. An unsorted share of the library. About 6.2% of those tested had a hit in this group.

SMILES	Yeast lifespan up	E-sel TNF inh	Phagocytosis inh	Measles CPE	GALR2 antag	HCT116 PTEN-null	Yeast growth inh	MRP1 act	HCT116 bCat-KO	NPY-Y2 antag
CCC(=O)Nc1ccc(C(=O)NNC(=O)c2cccs2)cc1	-6	-35	·	23	0	94	-24	-0.7	98	0
COCC(C)n1c(SCC(=O)NCCC2=CCCCC2)nc2ccccc2c1=O (stereo not given)	-4	·	-2	7	5	65	-64	-2.0	61	3
O=C(Nc1ccc2c(c1)OCCO2)N1CCN(c2ccccc2)CC1	-25	8	·	21	0	86	-19	-0.7	111	3
Cn1c(=N)n(CC(=O)C(C)(C)C)c2ccccc21	0	-15	1	4	-7	90	-38	-0.1	80	3
Cc1cc(C(=O)CSc2nnnn2-c2ccccc2)c(C)n1CC1CCCO1 (stereo not given)	-9	-26	0	16	-7	73	-22	-0.5	84	-1
Cc1cc(C)c(C)c(S(=O)(=O)NCc2ccc(C(=O)N3CCCCC3)cc2)c1C	·	2	·	8	6	86	-8	-1.5	78	6
CCOC(=O)N1CCC(Nc2c(NCCCN(CC)Cc3ccccc3)c(=O)c2=O)CC1	2	·	1	3	5	101	-4	-0.4	104	0
Clc1cccc(Cl)c1-c1nnc2cccc(Cl)n12	·	-10	·	8	5	99	-19	-0.8	91	1
Cc1ccc(S(=O)(=O)N(C)c2cc(S(=O)(=O)N3CCC(C)CC3)c(C)cc2C)cc1	-8	-28	-3	2	-3	56	-26	-3.0	55	4
Cc1cc2c(OCC(O)CNC(C)(C)C)cccc2[nH]1 (stereo not given)	-10	-1	·	21	22	102	-18	-0.6	101	3

In another format: entries from further up.
| SMILES | Yeast lifespan up | E-sel TNF inh | Phagocytosis inh | Measles CPE | GALR2 antag | HCT116 PTEN-null | Yeast growth inh | MRP1 act | HCT116 bCat-KO | NPY-Y2 antag |
| --- | --- | --- | --- | --- | --- | --- | --- | --- | --- | --- |
| CCC(=O)Nc1ccc(C(=O)NNC(=O)c2cccs2)cc1 | -6 | -35 | · | 23 | 0 | 94 | -24 | -0.7 | 98 | 0 |
| COCC(C)n1c(SCC(=O)NCCC2=CCCCC2)nc2ccccc2c1=O (stereo not given) | -4 | · | -2 | 7 | 5 | 65 | -64 | -2.0 | 61 | 3 |
| O=C(Nc1ccc2c(c1)OCCO2)N1CCN(c2ccccc2)CC1 | -25 | 8 | · | 21 | 0 | 86 | -19 | -0.7 | 111 | 3 |

Later entries.
SMILES	Yeast lifespan up	E-sel TNF inh	Phagocytosis inh	Measles CPE	GALR2 antag	HCT116 PTEN-null	Yeast growth inh	MRP1 act	HCT116 bCat-KO	NPY-Y2 antag
CCOC(=O)c1c(C)nc2c(c(SC)nn2-c2ccccc2)c1N	-7	-20	0	2	-8	86	-37	-2.1	96	-1
Cc1ccc(S(=O)(=O)NCCC(=O)NCc2ccc3c(c2)OCO3)cc1C	-6	·	-1	16	4	94	-5	-0.7	90	3
CCCCSc1nc2[nH]ncc2c(=O)[nH]1	0	-7	-5	5	-14	93	-49	-1.2	84	2
Cc1ccc(NC=C(S(=O)(=O)c2ccccc2)S(=O)(=O)c2ccccc2)cc1	0	-11	0	6	-7	94	7	-2.3	79	5
COc1ccc(S(=O)(=O)N2CCC(c3cc(-c4cccc5ccccc45)n[nH]3)CC2)cc1	2	9	·	0	-3	60	-56	-5.2	63	-4
CC(C)=CC(=O)NCCc1ccccc1	-13	-25	-2	11	2	99	11	0.3	97	0
CC(=O)NC(C)C12CC3CC(CC(CC(=O)O)(C3)C1)C2 (stereo not given)	-8	-35	0	14	16	102	2	-0.6	101	5
O=C(CCN1C(=O)C2C3C=CC(C3)C2C1=O)Nc1ccc(F)cc1 (stereo not given)	-6	·	0	3	0	107	-37	-0.2	104	1
CCC(CC)NC(=O)COC(=O)c1cccc(C)c1O	-8	16	-1	44	8	94	-29	-0.6	105	3
O=C1CCCC2=C1C(c1ccccc1)C1C(=O)c3ccccc3C1=N2 (stereo not given)	3	·	0	10	-14	67	-35	-4.0	71	0

3 structures already listed, arranged by count of non-hydrogen atoms, low to high.
SMILES	Yeast lifespan up	E-sel TNF inh	Phagocytosis inh	Measles CPE	GALR2 antag	HCT116 PTEN-null	Yeast growth inh	MRP1 act	HCT116 bCat-KO	NPY-Y2 antag
O=C(CCN1C(=O)C2C3C=CC(C3)C2C1=O)Nc1ccc(F)cc1 (stereo not given)	-6	·	0	3	0	107	-37	-0.2	104	1
O=C1CCCC2=C1C(c1ccccc1)C1C(=O)c3ccccc3C1=N2 (stereo not given)	3	·	0	10	-14	67	-35	-4.0	71	0
COc1ccc(S(=O)(=O)N2CCC(c3cc(-c4cccc5ccccc45)n[nH]3)CC2)cc1	2	9	·	0	-3	60	-56	-5.2	63	-4

Going on with the list:
SMILES	Yeast lifespan up	E-sel TNF inh	Phagocytosis inh	Measles CPE	GALR2 antag	HCT116 PTEN-null	Yeast growth inh	MRP1 act	HCT116 bCat-KO	NPY-Y2 antag
COc1cccc(C(=O)N2CCN(S(C)(=O)=O)CC2)c1	-4	6	0	4	-10	112	-43	-0.3	103	3
COc1cc(OC)cc(C(=O)N[C@H](C(=O)NC23CC4CC(CC(C4)C2)C3)C(C)C)c1	-14	-7	-1	7	11	83	-63	-1.4	84	3
Cc1nn(C)cc1CNC(=O)/C=C/c1cnn(C)c1	4	·	-6	23	0	92	-13	-0.1	95	0
CCCCCN(C(=O)NC(=O)Nc1ccccc1C)S(C)(=O)=O	-12	·	-1	19	12	104	-62	-1.4	86	0
C[C@@H](C(=O)Nc1ccc2ccccc2c1)[C@H]1C[C@]1(C)[C@H](NC(=O)c1cccnc1)c1ccccc1	9	·	·	1	15	36	-53	-4.1	44	1
O=C(COC(=O)c1ccc[nH]c1=O)NCC1CCCO1 (stereo not given)	0	-18	·	5	-5	102	-7	-2.2	98	1
COCc1cc(C)nc(SCC(=O)Nc2cccc(C)c2)c1C#N	4	4	·	9	-5	107	-49	-0.7	98	1
CCOC(=O)c1csc(NC(=O)CSc2nnnn2-c2ccc(OCC)cc2)n1	-10	-28	0	22	-10	86	-20	-1.3	87	-1
CC(=O)N1CCN(S(=O)(=O)c2cccc(C(=O)Nc3nc4ccccc4[nH]3)c2)CC1	2	15	·	10	0	95	-56	-3.7	95	2
CCOC(=O)CC(C#N)c1cn(C)c2ccccc12 (stereo not given)	-19	10	0	6	11	72	-32	-4.7	86	-1
CCOC(=O)CN1C(=O)C2Cc3ccccc3CN2C1=S (stereo not given)	1	1	-2	2	-9	101	-2	-4.4	95	0
O=c1oc(-c2ccccc2Cl)nc2ccsc12	23	·	0	3	-4	98	31	-0.4	107	2
Cn1ncc2cc(NC(=S)NC(=O)c3ccccc3)ccc21	-18	1	·	53	10	92	-50	-1.8	96	0
CCOC(=O)N1CCN(c2c(NCCN3CCN(Cc4ccccc4)CC3)c(=O)c2=O)CC1	-10	4	0	1	-2	103	-4	-2.5	97	2
Clc1ccc(-c2nnc3sc(-c4ccc(Br)o4)nn23)c(Cl)c1	-10	-25	-2	10	-7	95	-31	-3.5	98	3
COc1ccc(CNc2ccc3c(c2)nc(C)n3C)cc1	-7	17	0	1	3	97	-31	0.3	104	2
N#C/C(=C\C=C\c1ccccc1)c1nc(-c2ccc3c(c2)OCO3)cs1	3	·	·	6	2	108	-14	-0.5	91	3
CCc1nc2c(sc3nc4c(cc32)COC(C)(C)C4)c(=O)n1Cc1ccco1	-10	-22	-3	5	-6	79	-14	0.3	84	6
O=C(Cc1ccccc1)N1CCN=C1SCc1ccc([N+](=O)[O-])cc1	0	15	-8	18	9	77	-27	-3.5	70	2
CCN(CC)CCCN1CC(O)=C(c2nc3ccccc3s2)C1=N	-2	-9	2	5	-6	97	3	-3.6	95	0

5 compounds drawn at random from those above, as already listed:
SMILES	Yeast lifespan up	E-sel TNF inh	Phagocytosis inh	Measles CPE	GALR2 antag	HCT116 PTEN-null	Yeast growth inh	MRP1 act	HCT116 bCat-KO	NPY-Y2 antag
CCN(CC)CCCN1CC(O)=C(c2nc3ccccc3s2)C1=N	-2	-9	2	5	-6	97	3	-3.6	95	0
N#C/C(=C\C=C\c1ccccc1)c1nc(-c2ccc3c(c2)OCO3)cs1	3	·	·	6	2	108	-14	-0.5	91	3
CCOC(=O)N1CCN(c2c(NCCN3CCN(Cc4ccccc4)CC3)c(=O)c2=O)CC1	-10	4	0	1	-2	103	-4	-2.5	97	2
COc1ccc(CNc2ccc3c(c2)nc(C)n3C)cc1	-7	17	0	1	3	97	-31	0.3	104	2
O=c1oc(-c2ccccc2Cl)nc2ccsc12	23	·	0	3	-4	98	31	-0.4	107	2

Continuation:
SMILES	Yeast lifespan up	E-sel TNF inh	Phagocytosis inh	Measles CPE	GALR2 antag	HCT116 PTEN-null	Yeast growth inh	MRP1 act	HCT116 bCat-KO	NPY-Y2 antag
Cc1c(Cl)c([N+](=O)[O-])nn1CCCC(=O)N1CCN(c2ccccc2)CC1	-5	-2	·	24	-4	90	-36	-0.8	89	-1
N#CC1(Cc2ccccc2Cl)c2ccccc2C=CN1C(=O)c1ccccc1 (stereo not given)	-8	4	1	19	8	69	-72	-1.7	81	16
CCCCOC(=O)c1ccc(Nc2ncnc3nc[nH]c23)cc1	-9	14	0	6	4	93	-16	-0.5	97	-1
CCc1ccc(CN2C(=O)CCC2(C)C(=O)NC2CCCC2)cc1 (stereo not given)	-10	13	0	3	0	70	-46	-2.5	89	4
O=C(N/N=C\c1ccc(Cl)s1)c1cccs1	-21	-11	0	5	2	29	-30	-3.4	33	3
CCOC(=O)c1c(NC(=O)CSc2nnc(CNc3ccc(F)cc3)o2)sc(C(C)=O)c1C	-3	33	-1	18	-4	92	-8	-2.0	95	-1
Cn1c2c(c(=O)n(C)c1=O)C(NS(=O)(=O)c1ccc(Cl)cc1)(C(F)(F)F)C(=O)N2 (stereo not given)	-6	2	-4	14	-4	102	-37	-1.3	101	3
Clc1ccc(-c2noc(CCCc3ccccc3)n2)cc1	-9	-9	0	14	8	97	-11	-2.0	96	2
CCOC(=O)c1sc(=S)n(Cc2ccccc2)c1N	-17	-20	-3	4	15	77	4	-2.6	83	1
Cc1oc(C(C)(C)C)cc1C(=O)Nc1ccc(C(=O)O)cc1	-21	-1	0	27	-9	106	-21	3.6	97	2
Cc1cccc(N2CCN(C(=O)CC(NC(=O)c3ccccc3Cl)c3ccccc3)CC2)c1C (stereo not given)	-3	-4	-3	8	10	74	-24	-2.3	79	7
Cc1cc(C)nc(N2CCC(C(=O)NCc3ccccc3)CC2)n1	·	20	·	4	1	90	-9	-4.0	89	2
O=C(Nc1nnc(SCc2ccc(Cl)cc2)s1)C1CCCO1 (stereo not given)	-20	5	0	14	2	91	-25	-1.0	100	4
O=C(CSc1nnc(-c2ccncc2)n1Cc1ccco1)OC1CCCCC1	-6	·	1	6	0	85	-37	-1.5	86	2
NC(=O)C1(N2CCCCC2)CCN(c2ccc3nnc(-c4ccccc4)n3n2)CC1	-3	3	2	10	-8	64	-59	-1.1	61	-1
